# PGC1a acetyl inh: inhibitors of PGC1a acetylation signal, primary screen, cell-based, U2OS, AlphaScreen, inhibitor mode; AlphaScreen anti-acetyl-lysine; with virally co-expressed GCN5 acetyltransferase; inhibition, % at 15.6 µM; 0.17% of 350,000 active; AID 651687, 2012;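 active means every replicate shows inhibition of at least 40%; inconclusive means mean inhibition at least 40% but some replicate below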;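 further: 0% = neutral control wells and 100% = positive control wells; some results beyond the cut were filed as inactive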
# C2C12 statin: suppressors of statin myotoxicity in C2C12 myotubes, primary screen, cell-based, single point, plate reader. C2C12 myotubes + simvastatin, ATP luminescence, 48 h; scaled: DMSO 0, geranylgeraniol control 100. rescue of ATP level, % at 7.49 µM. 0.78% of 330,000 active. AID 602340, 2012;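 active means mean ATP rescue above about 67%, or every replicate alone reaching that limit, limit read from the data, passing the limit was not always enough; inconclusive means no clear call, values can overlap the other calls; inactive means mean under the limit and some replicate under it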;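 further: myotubes were challenged with 10 µM simvastatin during compound exposure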
# ARNT-TACC3 inh: disruptors of ARNT/TACC3 protein interaction, primary screen, biochemical, AlphaScreen, single concentration | Transforming acidic coiled-coil-containing protein 3 (Homo sapiens), Q9Y6A5 | 0.66% of 390,000 active | inhibition, % at 9.99 µM | AlphaScreen His-ARNT PAS-B/GST-TACC3 binding, luminescence; TACC3 fragment carries E629A point mutation;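 active means mean inhibition of replicates at least 50% and at least half of replicates each reaching 50%; inconclusive means half or more replicates reach 50% but mean below 50%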;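 further: 0% = complete ARNT plus TACC3 wells and 100% = ARNT alone without TACC3; many hits fall short of the cut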
# PAX8 reporter: inhibitors of PAX8-driven TPO luciferase reporter, primary screen, RMG-I cells, single concentration; SteadyGlo, 24 h; inhibition, % at 12.6 µM; 1.2% of 360,000 active; AID 652154, 2013;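 active means mean replicate inhibition at least 60% with every replicate also reaching 60%; inconclusive means only one of the two criteria is met; inactive means mean below 60% and not all replicates reaching 60%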;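 further: luciferase light reporting Pax8 driven TPO promoter activity; plate controls were median of neutral control wells for no effect and mitoxantrone controls for full effect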
# Cneo AK release: Cryptococcus neoformans cell lysis inducers, primary screen, AK release luminescence, single concentration; C. neoformans lysis, adenylate kinase release luminescence, 4 h; normalised: neutral wells 0, clomiphene wells 100; lysis activity, % at 15 µM; 0.2% of 360,000 active; AID 651654, 2012;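 active means mean lysis activity across replicates of at least 80%, whatever share of replicates individually reach that level; inactive means mean lysis activity below 80%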
#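 read-out = cell lysis signal | test system = log-phase Cryptococcus neoformans yeast cells | input = cells at 5 × 10^6 per mL | medium = fresh YPD growth medium | signal = luminescent adenylate kinase detection reagent | timing = 4 h at 37 °C static, read 1 h later | dosing = single dose | controls = Clomiphene as positive lysis control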
# PglD DTNB: C. jejuni PglD acetyltransferase inhibitors, primary screen, biochemical, DTNB colorimetric, single point. UDP-N-acetylbacillosamine N-acetyltransferase PglD (Campylobacter jejuni). purified PglD enzyme, DTNB colorimetric CoA detection. inhibition, % at 12.5 µM. 0.098% of 360,000 active; in the data active means inhibition above about 16%, passing the limit was not always enough; inconclusive means no clear call, values can overlap the other calls; further: strong numbers were not always called active
# LGR2 inh: inhibitors of bursicon-induced LGR2 CRE-luciferase signal, primary screen, cell-based, HEK293, CRE-luciferase reporter, bursicon stimulation. Drosophila bursicon receptor LGR2 (rickets). bursicon-stimulated, 4 h. inhibition, % at 9.99 µM. 0.35% of 380,000 active;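 active means drop in luminescence signal, shown as inhibition above about 50% in the replicate tests, limit read from the data, passing the limit was not always enough; inconclusive means probably only some replicates passing the limit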;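 further: agonist challenge used bursicon conditioned medium at about half maximal strength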
# GSIS activator: GLuc luminescence reporter in INS-1E cells, primary screen for activators of glucose-dependent secretion of insulin. AID 743287, 2014. 0.61% of 370,000 active. INS-1E GLuc reporter insulin secretion, 2-3 h. activation, % at 16.6 µM;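 active means lowest replicate activation of at least 40%, so every replicate reaches that level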;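 further: 0% = median of neutral control wells and 100% = median of IBMX positive control wells; some compounds called inactive have numbers as strong as hits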
# Numbers without * were called inactive; ? = inconclusive; . = not tested or not shown; & = joins results of further samples. Hits appear at their usual frequency; 2.9% or so of the library scored in one or more.
# Second line of a record – PGC1a acetyl inh	C2C12 statin	ARNT-TACC3 inh	PAX8 reporter	Cneo AK release	PglD DTNB	LGR2 inh	GSIS activator
Cc1ccc(/C(C#N)=C\c2ccc(N3CCOCC3)o2)cc1
→ 3	15	-14	.	0	-5	-4	-25
Cc1ccc2nc(SCC(=O)Nc3cccc4ccccc34)nc(=O)n2c1
→ -2	13	-2	8	-2	-4	-7	19
Cn1cc(S(=O)(=O)N2CCCC2)cc1C(=O)NCc1ccc(Cl)cc1
→ .	23	-1	5	-2	-1	2	-23
N#C/C(=C/c1cn(CC(=O)O)c2ccccc12)c1ccc(F)cc1
→ .	.	-3	1	.	.	11	5
C[C@@H]1CN([C@@H](C)CO)C(=O)c2cc(NC(=O)CCC(F)(F)F)ccc2O[C@@H](C)CCCCO[C@H]1CN(C)Cc1ccncc1
→ 9	-12	23	18	-2	-1	-10	-6
CCN(CC)S(=O)(=O)c1cc(C(=O)OC(C)C(=O)NCc2ccco2)ccc1C (configuration not stated)
→ .	-7	1	20	2	2	9	-11
COc1ccc(S(=O)(=O)N2CCOCC2)cc1NC(=O)CN1C(=O)CN(C)C1=O
→ 10	5	1	4	0	-1	1	12
Cc1ccc(-c2ccccc2[C@H]2[C@@H](CO)N(C(=O)Cc3cccnc3)[C@H]2C#N)cc1
→ -8	.	.	-44	.	.	-1	-1
Cc1cnc(C(=O)OCC(=O)N2CC(C)CC(C)C2)cn1 (configuration not stated)
→ 1	-1	3	-13	0	3	12	17
Cc1nc2ccc(C(=O)N/N=C/c3ccccc3O)cc2[nH]1
→ 4	-22	93*	-105	23	1	-67	6
Cc1ccccc1NC(=O)CCn1c(=O)oc2ccccc21
→ .	10	-2	4	2	-3	-23	-5
CC(C)(C)n1nc2c(c1NC(=O)COc1ccc3ccccc3c1)CS(=O)C2 (configuration not stated)
→ 8	-1	-3	14	2	-3	9	-1
Cc1nccn1-c1c([N+](=O)[O-])c(=O)n(C)c2ccccc12
→ .	11	12	16	-3	2	1	0
COc1ccccc1-n1c(SCC(=O)N2CCOCC2)nc2cccnc21
→ 3	7	-16	-13	-2	7	-4	-17
CC(C)CCn1c(N2CCCC2)nc2c1c(=O)[nH]c(=O)n2C
→ .	19	-1	8	0	-3	-8	46*
O=C(Cn1cccn1)N1CCCC(N2CCN(c3ccccc3F)CC2)C1 (configuration not stated)
→ 3	-10	-4	-7	1	-3	6	25
CNC[C@H]1OCCCC[C@H](C)Oc2ccc(NC(=O)Cc3ccccc3)cc2C(=O)N([C@H](C)CO)C[C@@H]1C
→ 11	-17	-2	-21	108*	2	-16	2
CC(=O)Nc1ccc(NC(=O)N2CCOCC2)cc1
→ .	6	.	-14	0	-1	2	1
O=C(Nc1nnc(-c2ccco2)s1)C1CCN(S(=O)(=O)c2ccc(Cl)cc2)CC1
→ -8	11	0	.	1	0	-17	0
O=C(CCSc1nc(-c2ccco2)cc(C(F)(F)F)n1)NCC1CCCO1 (configuration not stated)
→ -10	.	-7	.	0	-1	.	.
COc1ccc(C(=O)NC(=S)SCC(=O)O)cc1
→ .	-8	-4	-27	.	.	-10	5
O=C(c1ccc2c(c1)OCO2)N1C[C@@H]2N[C@H](C1)C2c1ccc(-c2cccnc2)cc1 (some centres not stated)
→ 15&7	.	.	2&28	.	.	9&47	3&-12
Cc1cccc(COc2ccccc2/C=N/Nc2ccc([N+](=O)[O-])cc2)c1
→ -20	-2	27	.	6	-4	18	-4
CC(=O)c1ccc(N2Cc3ccccc3C2=NC(=O)c2cccs2)cc1
→ 5	-2	-6	-94	-6	5	6	7
O=C(C1CCN(C2CCN(C/C=C/c3ccccc3)CC2)CC1)N1CCOCC1
→ -4	-3	5	13	0	3	-1	-3
O=C(CSc1nc(C(F)(F)F)cc(=O)[nH]1)N1CCCC1
→ -4	7	0	-8	-3	-5	-4	-2
CC(C)CC(NS(=O)(=O)c1ccccc1S(=O)(=O)NC(CC(C)C)C(=O)O)C(=O)O (configuration not stated)
→ -5	8	-13	17	2	-1	-6	1
COCCn1c(SCc2nc3ccccc3s2)nc2ccccc21
→ -12	18	-3	.	-6	-2	-87	-9
O=C(O)C1CCC(CNS(=O)(=O)c2ccc(Cl)cc2)CC1 (configuration not stated)
→ 1	2	-33	-13	0	0	17	-2
CCOC1=NN(c2ccccc2)C(=O)/C1=C\N(C)C
→ -2	10	.	5	-2	5	1	1
O=C1c2cccnc2C(Nc2cccc(F)c2)N1Cc1ccco1 (configuration not stated)
→ 0	.	0	-18	0	0	.	70*
CNC(=S)Nc1ccc(Br)cc1
→ .	.	-6	-3	.	.	3	10
O=C(O)c1cn2c3c(ccc(Cl)c3c1=O)OCC2
→ 11	3	8	7	1	-2	-7	3
CCC(=O)N[C@H]1C=C[C@@H](CC(=O)NCc2ccc(OC)cc2)O[C@@H]1CO
→ 1	0	-8	1	1	-2	5	-2
CCc1ccccc1N1C(=O)CC(Sc2nccc(C)n2)C1=O (configuration not stated)
→ 9	3	-12	2	5	-1	9	4
Cc1cc(=O)oc2ccc(OC(C)C(=O)O)cc12 (configuration not stated)
→ 13	.	-7	25	-2	5	.	.
COc1ccc(CC(=O)OCC(=O)NC(=O)Nc2ccccc2F)cc1
→ .	2	.	-6	3	1	-6	17
CCCc1nn(-c2cc(Cl)ccc2OC)c2c1C(=O)CCC2
→ -3	-9	-1	18	2	2	1	40
CNC[C@H]1OCCCC[C@@H](C)Oc2ccc(NC(=O)C3CCCCC3)cc2C(=O)N([C@H](C)CO)C[C@H]1C
→ -1	-3	3	4	6	3	1	4
CCOC(=O)Cn1ccc(NC(=O)COc2ccc(F)cc2F)n1
→ 10	-2	-17	7	1	-8	11	-2

# Reprinted from the part before: 2 entries; new compounds follow.
# Second line of a record – PGC1a acetyl inh	C2C12 statin	ARNT-TACC3 inh	PAX8 reporter	Cneo AK release	PglD DTNB	LGR2 inh	GSIS activator
CNC[C@H]1OCCCC[C@@H](C)Oc2ccc(NC(=O)C3CCCCC3)cc2C(=O)N([C@H](C)CO)C[C@H]1C
→ -1	-3	3	4	6	3	1	4
CCOC(=O)Cn1ccc(NC(=O)COc2ccc(F)cc2F)n1
→ 10	-2	-17	7	1	-8	11	-2
Cc1oc2c(C)c3oc(=O)c(CCC(=O)NCCCn4ccnc4)c(C)c3cc2c1C
→ -8	-25	-26	.	0	1	.	0
CCCCNC(=O)CSc1nc(CCC)nc2ccccc12
→ -6	.	-1	12	.	.	23	24
COc1ccc(-c2coc3c(C(=O)Nc4ccc(OC)nc4)cccc23)c(C)c1
→ -1	2	.	-43	-6	3	-10	-3
COc1ccc(/C=C/CN2CCN(Cc3cccc(OC)c3)C(CCO)C2)cc1 (configuration not stated)
→ 13	.	0	-8	.	.	0	15
Cc1cccc2sc(NC(=O)C3CSC4(C)CCC(=O)N34)nc12 (configuration not stated)
→ 12	.	-11	15	1	-1	0	-10
CN(CC(=O)Nc1ccccc1Br)C(=O)c1cccc(S(=O)(=O)N2CCc3ccccc32)c1
→ .	2	-3	21	-1	-1	-33	.
C=CC[C@]1(C(=O)N2CCOCC2)COC(c2ccc(OCCCO)cc2)=N1
→ 0	.	2	.	-1	2	.	.
Cc1ccc(COC(=O)CN2C(=O)NC3(CCCCC3C)C2=O)cc1 (configuration not stated)
→ -1	2	1	7	0	-3	12	11
CO[C@H]1CC[C@H]2CCOc3ccc(C#N)cc3C(=O)N(C)CCCC(=O)N(C)C[C@H]1O2
→ .	1	0	4	4	3	-1	-10
CC1Cc2ccccc2N1C(=O)c1nn(C)cc1Br (configuration not stated)
→ .	.	-2	-11	.	.	5	30
CC(C)CN(CCNC(=O)c1cn(C)c2ccc(S(=O)(=O)N3CCCC3)cc2c1=O)CC(C)C
→ 4	7	-1	-13	0	3	2	21
O=C(Nc1ccc(Cl)cc1)N1CCN(c2ncccn2)CC1
→ -7	5	-7	-29	-1	0	-5	-8
Cc1cccc(Nc2nnc(SCC(=O)NC3CCCc4ccccc43)s2)c1 (configuration not stated)
→ -15	10	2	31	0	7	-16	-17
C=CCNC(=O)c1ccc(Sc2ccccc2)c([N+](=O)[O-])c1
→ -14	-11	-3	.	0	-1	.	.
O=C(c1ccc(Br)o1)N1CCN=C1SCc1cccc(F)c1
→ -10	-7	-1	-12	-1	2	-5	1
Cc1ccc(S(=O)(=O)N[C@H](C(=O)OCC(=O)N2N=C(c3ccc(Cl)cc3)CC2c2ccco2)C(C)C)cc1 (some centres not stated)
→ .	.	-2	0	.	.	5	-2
CCOC(=O)c1ccc(S(=O)(=O)N2CCN(S(=O)(=O)CC)CC2)cc1
→ 7	4	4	11	-3	-1	.	.
COc1ccc(C(=O)N2CCN=C2SC)cc1OC
→ 16	1	-2	.	4	-6	.	.
CC(C)NC(=O)Nc1ccc2c(c1)C(=O)N([C@H](C)CO)C[C@@H](C)[C@@H](CN(C)S(=O)(=O)c1ccc(F)cc1)OCCCC[C@H](C)O2
→ -4	.	1	-7	-4	0	4	5
Cc1ccc(C(=O)CNc2ccccc2C)cc1
→ 6	.	0	-12	-2	3	-24	.
COC(=O)c1sccc1NC(=S)N1CCN(c2ccc(F)cc2)CC1
→ -7	.	-7	-1	2	9	-3	-18
CCC(C)NC(=O)C1CCCN(C(=O)Nc2ccc(F)cc2)C1 (configuration not stated)
→ 11	4	-4	.	0	-1	.	.
Cc1cc(C(=O)Nc2cccc3c2O[C@@H](CN(C)S(C)(=O)=O)[C@@H](C)CN([C@@H](C)CO)C3=O)n(C)n1
→ .	.	.	.	50	-2	3	22
CN(C)/C(=N\S(=O)(=O)c1ccccc1)c1ccc(Cl)cc1
→ -4	8	-7	-12	0	-9	-2	31
O=C(C[C@H]1CC[C@H]2[C@@H](COC[C@@H](O)CN2Cc2ccc(Oc3ccccc3)cc2)O1)N1CCCCC1
→ -7	?	17	100*	-4	0	-18	-15
CN(Cc1ccccc1)C(=O)Cn1cccc1C(=O)c1ccccc1
→ 11	1	-5	-14	1	-5	.	.
O=S1(=O)C=C(Sc2nnc(-c3ccccc3)o2)c2ccccc21
→ 16	-564	.	.	-10	11	.	.
O=C(CCCc1nc2ccccc2s1)NNC(=O)CCN1CCN(Cc2ccccc2)CC1
→ .	.	3	-1	.	.	5	1
N=c1c(C(=O)NC2CCCC2)cc2c(=O)n3ccccc3nc2n1CCCN1CCOCC1
→ 6	1	-3	-4	4	3	2	4
CCc1ccc(S(=O)(=O)N2CCN(c3ncccn3)CC2)cc1
→ 1	4	-2	2	3	2	15	-4
C#CCSc1nnc(-c2sc(-c3ccccc3)nc2C)n1C
→ -2	-1	.	.	0	4	.	.
COCCCNC(=O)C[C@H]1C[C@H](C(=O)N2CCOCC2)[C@@]2(CCC3CCCC3)c3[nH]c4ccc(Cl)cc4c3CCN2C1=O
→ -1	36	-1	-1	1	-3	-2	-24

# Assay outcomes (PubChem BioAssay)
